L3MBTL1 inh: inhibitors of human L3MBTL1 | Q9Y468 | AlphaScreen L3MBTL1–H3K9me1 peptide binding | Potency, µM (top dose mostly 57.1 µM), inactives show top-dose activity, negative = inhibition, hits mostly inhibitors | 0.66% of 230,000 active; note: nearly all actives have a fitted effect of over 60% in size
Target sequence (Q9Y468 whole entry, looked up): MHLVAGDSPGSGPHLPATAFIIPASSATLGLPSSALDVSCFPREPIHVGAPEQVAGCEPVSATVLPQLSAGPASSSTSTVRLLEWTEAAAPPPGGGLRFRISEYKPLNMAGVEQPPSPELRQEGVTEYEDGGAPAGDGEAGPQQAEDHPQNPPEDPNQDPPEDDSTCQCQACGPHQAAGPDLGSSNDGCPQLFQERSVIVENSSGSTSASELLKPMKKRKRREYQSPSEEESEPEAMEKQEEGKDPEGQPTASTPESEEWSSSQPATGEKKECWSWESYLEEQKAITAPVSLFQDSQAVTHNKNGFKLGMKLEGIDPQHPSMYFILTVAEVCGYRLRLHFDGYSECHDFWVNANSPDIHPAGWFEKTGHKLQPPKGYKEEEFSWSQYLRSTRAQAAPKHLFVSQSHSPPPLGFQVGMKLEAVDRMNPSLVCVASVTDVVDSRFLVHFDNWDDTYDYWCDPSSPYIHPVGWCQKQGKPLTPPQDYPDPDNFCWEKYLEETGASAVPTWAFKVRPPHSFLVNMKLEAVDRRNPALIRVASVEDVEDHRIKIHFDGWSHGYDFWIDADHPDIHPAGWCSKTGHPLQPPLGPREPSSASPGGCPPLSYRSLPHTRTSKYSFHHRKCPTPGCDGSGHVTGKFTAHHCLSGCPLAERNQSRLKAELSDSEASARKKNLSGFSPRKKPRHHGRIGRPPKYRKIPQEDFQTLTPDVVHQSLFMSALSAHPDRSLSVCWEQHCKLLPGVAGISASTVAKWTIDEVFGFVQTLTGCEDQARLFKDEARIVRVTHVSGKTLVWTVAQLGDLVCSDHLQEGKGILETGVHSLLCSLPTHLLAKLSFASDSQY
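AlphaScreen assay: L3MBTL1 (50 nM final) was preincubated 30 min at room temperature with biotinylated H3(1-15)K9me1 peptide (75 nM final), then 30 min with library compounds; streptavidin donor and nickel chelate acceptor beads (10 ug/mL final) added, 30 min dark.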
GAA glycogen: alters human alpha-glucosidase cleavage of glycogen; P10253; recombinant GAA, glycogen substrate, Amplex Red glucose oxidase fluorescence; Potency, µM (top dose mostly 76.4 µM), without a hit: at the top dose activity change, negative = inhibition, usual class: inhibitors; 0.38% of 300,000 active; AID 2100;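 note: 0% = full enzyme reaction and -100% = no-enzyme basal signal; the screen sought inhibitors and activators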
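Recombinant human alpha-glucosidase (4 nM final) hydrolysed bovine liver glycogen (30 ug) for 40 min at 37 C in pH 5.0 citrate/phosphate with 0.01% Tween-20. Released glucose detected by glucose oxidase/Amplex Red, Ex 573/Em 610 nm. Compounds up to 77 uM; AC50 from Hill fits.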
An asterisk follows results filed as active; ? = inconclusive; [ ] = remark or other dose. Calls come from the whole dose curve; as a rule, active = well fitted curve in the direction sought with a large enough effect; inconclusive = small, poorly fitted or top-dose-only effect, or another doubt; inactive = no such curve, though single readings can be large; an effect the other way counts as inactive or inconclusive. Unless noted, % is set by controls: 0 for no effect and ±100 for the full control effect; potency is the fitted concentration of half-maximal effect.

SMILES	L3MBTL1 inh	GAA glycogen
CCOc1cc(C2NC(=O)NC(C)=C2C(=O)OCC2CCCCC2)ccc1O (stereo unspecified)	-5.8%	?
CN(C)S(=O)(=O)NCC1CCCN(Cc2ccc(-c3ccccc3)cc2)C1 (stereo unspecified)	-0.2%	1.3%[76.3 µM]
Cc1ccc(N(CC(=O)NC(C)(C)C)C(=O)CCC(=O)Nc2nccs2)cc1C	4.5%[2.29 µM]	1.3%[76.3 µM]
O=S1(=O)CCO[C@H]2Cc3ccccc3[C@H]2N1Cc1cccc(Cl)c1	-0.2%	0.8%[76.3 µM]
Cc1cc(C(=O)Nc2ccc(F)cc2)c2ccccc2n1	5.8%	-1.3%[76.3 µM]
CCCCNC(=O)[C@H]1C[C@H]1[C@@H](O)[C@H](CO)NC(=O)[C@H](COCc1ccccc1)NC(=O)OC(C)(C)C	32.1%[activator]	-25.1%[76.3 µM]
COc1ccc(S(=O)(=O)N2CCOC2CNC(=O)C(=O)NCCc2ccccc2OC)cc1 (stereo unspecified)	-2.7%	-5.7%[76.3 µM]
Cc1cccc(-c2sc(Nc3ccccc3)n[n+]2-c2ccc(F)cc2)c1	-1.7%	2.7%[76.3 µM]
CCCC1(C(=O)OC)NC(c2ccc(OC)c(OC)c2)C2C(=O)N(c3cccc(C(C)=O)c3)C(=O)C21 (stereo unspecified)	4.6%	-38.5%[15.3 µM]
[N-]=[N+]=NC[C@H](Cc1ccccc1)N1CC[C@@H](OCc2ccccc2)CCC1=O	9.1%	7.9%[76.3 µM]
COc1cccc2cc(C(=O)Nc3ccccc3C(=O)N3CCOCC3)oc12	-0.1%	-15.2%[0.611 µM]
O=C(N[C@@H]1CCC(=O)N(CC[C@H](Oc2ccccc2)c2ccccc2)CC1)OCc1ccccc1	-0.1%	-12.7%[76.3 µM]
CCOc1ccc(NC(=O)Cc2ccc(NC3=NC4CS(=O)(=O)CC4S3)cc2)cc1 (stereo unspecified)	-1.4%	1.0%[76.3 µM]
CC(C)Nc1nc(Cl)nc(NC2CCCCC2)n1	5.2%	13.6%[76.3 µM]
CCC(C)C(Nc1ncnc2scc(-c3ccccc3)c12)C(=O)O (stereo unspecified)	-1.8%	-10.9%[76.3 µM]
CCOc1ccc(N(CC(=O)Nc2ccc(Br)cc2)S(C)(=O)=O)cc1	-0.1%	2.4%[76.3 µM]
NS(=O)(=O)c1ccc(CCNC/C=C/c2ccccc2)cc1	-10.2%	-11.9%[76.3 µM]
Cc1ccc(S(=O)(=O)c2ccc(Cl)cc2)cc1S(N)(=O)=O	-3.0%	-2.4%[76.3 µM]
CC(NCc1ccc(OCC(N)=O)cc1)C12CC3CC(CC(C3)C1)C2 (stereo unspecified)	3.8%	-1.8%[76.3 µM]
CC(C)(C)N1C(=O)[C@H]2[C@@H](c3ccc(Br)cc3)N3C(=O)N(c4cccc(Br)c4)C(=O)[C@@]3(Cc3ccccc3)[C@H]2C1=O	-0.5%	8.0%[76.3 µM]
COCCCNc1nc(CC(C)C)nc2c1nnn2Cc1ccccc1	-3.3%[2.29 µM]	-10.9%[76.3 µM]
Cc1nc(C)c(-c2csc(Nc3ccc(O)cc3C)n2)s1	2.3%	14.8%[76.3 µM]
Cc1ccc(Nc2cc(C)nc3ncnn23)cc1	-11.0%	-15.3%[76.3 µM]
CC(=O)Nc1ccc(NC(=O)c2ccc(CN3CCc4ccccc4C3)cc2)cc1	-0.4%	-4.5%[76.3 µM]
CS(=O)(=O)N(CC(=O)N1CCCCCC1)c1ccc(Cl)cc1	2.3%	-2.1%[76.3 µM]
Cc1cc(=O)oc2cc(OCC(=O)c3ccccc3)ccc12	-1.0%	-3.1%[76.3 µM]
COc1ccc(C2=NOC(Cn3nc(C(=O)O)cc3-c3ccccc3)C2)cc1 (stereo unspecified)	-0.4%	15.4%[76.3 µM]
CS(=O)(=O)N(CC(=O)N1CCc2ccccc2C1)c1cccc([N+](=O)[O-])c1	-4.8%	-6.0%[76.3 µM]
CCOc1ccccc1NC(=O)c1cccc2ccccc12	5.1%	14.4%[76.3 µM]
Cc1ccc(C(=O)Nc2ccc(N3CCN(C)CC3)cc2)cc1	-6.2%	18.0%[76.3 µM]
O=C(O)CCCCCNc1nc(-c2ccccc2)nc2ccccc12	-1.8%	2.1%[76.3 µM]
COC(=O)c1ccc(COc2ccc(C=O)cc2)o1	6.9%	5.7%[76.3 µM]
COc1cc2c(cc1OC)C(C(=O)Nc1ccc(F)c(Cl)c1)CC(=O)N2 (stereo unspecified)	-4.9%	2.1%[76.3 µM]
COc1cc2c(cc1OC)C(C(=O)NC(C)c1ccccc1)CC(=O)N2 (stereo unspecified)	3.1%	9.4%[76.3 µM]
CCc1ccc(CN2CCN(c3ncccn3)CC2)cc1	4.8%[2.29 µM]	-3.1%[76.3 µM]
C=CCNc1nc(Cl)nc(NC2CCCCC2)n1	-1.7%	2.5%[76.3 µM]
Cc1cc(C)cc(NC(=O)CSc2nc3ccccc3nc2N2CCCC2)c1	25.5%	-5.4%[76.3 µM]
COc1ccc(CN2CCN(CCc3ccccc3)C(CCO)C2)c(Cl)c1OC (stereo unspecified)	5.2%	-8.0%[76.3 µM]
COc1cccc(OC)c1C(=O)NC(C)CCc1ccccc1 (stereo unspecified)	5.1%[2.29 µM]	8.4%[76.3 µM]
O=C(CN1C(=O)S/C(=C\c2ccc(C(=O)O)cc2)C1=O)Nc1ccccc1	4.1%	-11.7%[76.3 µM]
CC1(C)CC(=O)C2=C(C1)Nc1ccccc1NC2c1ccc(F)cc1 (stereo unspecified)	-6.7%	5.3%[76.3 µM]
O=c1[nH]c2ccc(Cl)cc2c(-c2ccccc2)c1[N+](=O)[O-]	4.0%	-0.8%[76.3 µM]
O=C(Cc1cccc2ccccc12)NNC(=O)c1ccc(Br)o1	-1.0%	-3.5%[76.3 µM]
Cc1ccc(C)c(OCCCCN2CCNCC2)c1C	-5.7%	-5.0%[76.3 µM]
CC(C)n1c(N2CCN(S(=O)(=O)c3cccc([N+](=O)[O-])c3)CC2)nc2ccccc21	-3.4%	5.6%[76.3 µM]

Arranged by SMILES length (rising): seven of the compounds above
SMILES	L3MBTL1 inh	GAA glycogen
Cc1ccc(Nc2cc(C)nc3ncnn23)cc1	-11.0%	-15.3%[76.3 µM]
COC(=O)c1ccc(COc2ccc(C=O)cc2)o1	6.9%	5.7%[76.3 µM]
COCCCNc1nc(CC(C)C)nc2c1nnn2Cc1ccccc1	-3.3%[2.29 µM]	-10.9%[76.3 µM]
NS(=O)(=O)c1ccc(CCNC/C=C/c2ccccc2)cc1	-10.2%	-11.9%[76.3 µM]
Cc1cc(C)cc(NC(=O)CSc2nc3ccccc3nc2N2CCCC2)c1	25.5%	-5.4%[76.3 µM]
COc1ccc(C2=NOC(Cn3nc(C(=O)O)cc3-c3ccccc3)C2)cc1 (stereo unspecified)	-0.4%	15.4%[76.3 µM]
CCCCNC(=O)[C@H]1C[C@H]1[C@@H](O)[C@H](CO)NC(=O)[C@H](COCc1ccccc1)NC(=O)OC(C)(C)C	32.1%[activator]	-25.1%[76.3 µM]

(next part)
SMILES	L3MBTL1 inh	GAA glycogen
O=C(c1ccc(F)cc1Cl)N1CCN(CCc2ccccc2)CC1	4.1%	-1.1%[76.3 µM]
O=S(=O)(c1ccc2c(c1)OCCO2)N1CCNCC1	2.8%	17.2%[76.3 µM]
O=C1CSC(c2cccc([N+](=O)[O-])c2)N1Cc1ccccc1 (stereo unspecified)	-3.9%	-1.7%[76.3 µM]
COc1ccc(Br)cc1/C=N/N1CCN(Cc2ccccc2Cl)CC1	7.6%[2.29 µM]	-22.3%[76.3 µM]
CN1C(=O)[C@H]2[C@@H](C3CC3)N3C(=O)CN(CC4CC4)C(=O)[C@@]3(C)[C@H]2C1=O	5.9%	16.6%[76.3 µM]
CN1C(=O)[C@H]2[C@@H](/C=C/c3ccccc3)N3C(=O)CN(CCO)C(=O)[C@@]3(C)[C@H]2C1=O	5.1%	-17.4%[76.3 µM]
O=C(Nc1ccc(Cl)cn1)c1ccc(Oc2ccccc2)cc1	17.1%	17.6%[76.3 µM]
Cc1ccc(NC(=O)c2cc(S(=O)(=O)N3CCCC3)cn2C)cc1C	-4.4%	16.1%[76.3 µM]
CC(C)[C@H](N[C@@H](C)c1ccccc1)c1c(O)ccc2ccccc12	-8.7%	-14.3%[76.3 µM]
COc1ccc(Cl)cc1C(=O)Nc1ccc2c(c1)OCCO2	13.3%	2.2%[76.3 µM]
COc1ccc(C2NS(=O)(=O)OCC2C)cc1 (stereo unspecified)	-2.1%	-17.0%[76.3 µM]
O=C(Nc1c(F)cc(F)cc1Br)c1cc(-c2ccccc2)on1	?	14.6%[76.3 µM]
NC(=O)c1c(NC(=O)c2ccc(F)cc2)sc2c1CCC2	0.6%	8.2%[76.3 µM]
O=C(O)c1ccc(CSc2nnc(-c3ccc(Cl)cc3)o2)cc1	-2.5%	11.3%[76.3 µM]
CCN(CC)CC(=O)Nc1c2c(nc3ccccc13)N(C)CC2	0.2%	18.6%[76.3 µM]
O=C(O)c1ccccc1-c1ccccc1C(=O)Nc1ccc(OC(F)(F)F)cc1	9.0%	19.0%[76.3 µM]
CCC(CC)COC(=O)C1=C(C)NC(=O)NC1c1ccc([N+](=O)[O-])cc1 (stereo unspecified)	-3.3%	0.0%[76.3 µM]
Cc1cc2c(cc1S(=O)(=O)NCc1ccc(Cl)cc1)OCC(=O)N2	-6.3%	13.9%[76.3 µM]
CCc1ccc(NC(=O)CCc2ccc(CC)o2)cc1	-0.2%	8.7%[76.3 µM]
CC(C)Oc1ccc(OCCSc2nc3ccccc3n2CC(=O)O)cc1	2.3%	12.3%[76.3 µM]
COc1ccc(S(=O)(=O)Nc2c(C)cc(C)cc2C)c2cccnc12	-3.9%	15.6%[76.3 µM]
CSc1ccc(S(=O)(=O)NC2CC3CCC2C3)cc1 (stereo unspecified)	5.6%	-26.6%[76.3 µM]
Cc1cc(Cl)ccc1NC(=O)c1ccc2c(c1)OCO2	5.1%	4.0%[76.3 µM]
CS(=O)(=O)N1CCCC(C(=O)Nc2ccccc2Cl)C1 (stereo unspecified)	-3.9%	0.2%[76.3 µM]
CC(=O)N1c2ccc(C)cc2C(c2ccccc2)CC1C (stereo unspecified)	-5.6%	-2.2%[76.3 µM]
Cn1c(=O)[nH]c(=O)c2c1nc(SCCC(=O)O)n2Cc1cccc(Br)c1	-0.5%	-5.0%[76.3 µM]
CCOC(=O)[C@@H]1[C@H]2COc3ccc(Br)cc3[C@H]2N2C(=O)N(c3ccc(F)cc3)C(=O)[C@]12C	-5.3%	-11.3%[76.3 µM]
NC(=O)CC(NC(=O)c1ccccc1)c1ccc(NC2CCCCCCC2)c([N+](=O)[O-])c1 (stereo unspecified)	-6.7%	20.2%[76.3 µM]
CN(c1ccccc1C(=O)Nc1cccc(Br)c1)S(=O)(=O)c1ccccc1	3.2%	11.3%[76.3 µM]
O=C(CCCl)N1CCN(c2nc(-c3ccccc3)cs2)CC1	-0.6%	-0.5%[76.3 µM]
Cc1ccccc1NC(=O)c1ccc2nc(N3CCOCC3)sc2c1	-1.4%	13.7%[76.3 µM]
Nc1nc2ccccc2n1Cc1ccc(Cl)c(Cl)c1	-2.9%	-8.3%[76.3 µM]
O=C(Nc1ccc(-c2n[nH]c(=S)o2)cc1)c1ccccc1Cl	5.1%	-13.6%[76.3 µM]
COc1ccc2cc3c(nc2c1)OCC3	-4.3%	1.7%[76.3 µM]
C=CCS(=O)(=O)N1CCCC(N2CCN(c3ccccc3OC)CC2)C1 (stereo unspecified)	3.0%	1.3%[76.3 µM]
O=c1[nH]c(-c2ccccc2)nn1-c1ccc(Br)cc1Br	-0.8%	-3.1%[76.3 µM]
CC1CCN(C(=O)Cn2nnc(-c3ccccc3)n2)CC1	-4.4%	-5.7%[76.3 µM]
CCOc1ccc(C(=O)NCc2ccc3c(c2)OCO3)cc1	9.6%	3.5%[76.3 µM]
CSCCCN1CC[C@@H](N2CCN(c3ccccc3F)CC2)[C@H](O)C1	4.9%	-16.1%[76.3 µM]
Cc1ccc(O)c(NC(=S)NC(=O)/C=C/c2ccccc2)c1	-2.1%	-32.2%[76.3 µM]
CCC(Sc1nc2ncccc2[nH]1)C(=O)NC1CCCC1 (stereo unspecified)	2.8%	14.7%[76.3 µM]
CC(C)N(Cc1ccc(F)cc1)C(=O)c1cc2ccccc2oc1=O	1.0%	2.1%[76.3 µM]
COc1ccc(C(=O)Nc2ccc3ccccc3n2)c(OC)c1OC	-4.3%	12.2%[76.3 µM]
CNC(=S)N(CCc1c(C)[nH]c2ccc(C)cc12)Cc1cccnc1	-8.2%	10.3%[76.3 µM]
CC(=O)c1cccc(NC(=S)Nc2ccc(F)cc2)c1	-6.1%	?
CCc1nnc(NC(=O)CN2CC(C)OC(C)C2)s1 (stereo unspecified)	4.2%	-3.9%[76.3 µM]
O=C1c2ccccc2C(=O)N1Nc1ccc([N+](=O)[O-])cc1[N+](=O)[O-]	2.4%	-8.7%[76.3 µM]
Cc1cccc(CC(=O)NCCN2CCCCC2)c1	-7.5%	-5.7%[76.3 µM]

Screening data (PubChem)

Not all compounds are listed; rates above refer to the full screens.
